zfTRPN1 agonist = zebrafish TRPN1 channel agonists, primary screen, cell-based, HEK293, calcium fluorescence; HEK293 zebrafish TRPN1-YFP, Fluo-8 calcium fluorescence; 100% = response to 87 µM carbachol; activation, % at 3 µM; 220,000 compounds, 0.18% hits;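 active means activation above its plate's cutoff, the mean activation of test wells on that plate plus 3 SD, cut at about 19% in these data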;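 further: 0% = DMSO alone and 100% = 87 µM carbachol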
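Material – zebrafish TRPN1-YFP in HEK293 cells · Doses – 3 µM single point · Schedule – dye 1 h 37 °C plus 30 min RT · Signal – Fluo-8 calcium fluorescence, excitation 470-495 nm, emission 515-575 nm · Read-out – % activation versus carbachol response · Control set – carbachol high, DMSO low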
Ba/F3 V617F tox = reduced viability of JAK2V617F-dependent Ba/F3 cells, primary screen, JAK2V617F inhibitor project, cell-based, Ba/F3 EpoR-JAK2V617F, luminescence. ATP luminescence. inhibition, % at 5.6 µM. 220,000 compounds, 1.1% hits;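 active means inhibition above the campaign mean plus 3 SD over all tested compounds, cut at about 24% in these data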;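 further: cytokine-independent growth of Ba/F3 cells driven by EpoR plus mutant JAK2; 0% = DMSO-treated cells and 100% = JAK inhibitor I control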
RBBP9 inhibitor = human RBBP9 inhibitors, primary screen, biochemical, fluorescence polarization, FP-Rh probe, HTS; Serine hydrolase RBBP9 (Homo sapiens), O75884; recombinant RBBP9; inhibition, % at 7.94 µM; 220,000 compounds, 0.2% hits;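 active means inhibition above the campaign mean of all tested compounds plus 3 SD, cut at about 14% in these data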;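 further: plate controls were DMSO wells with RBBP9 for no effect and wells lacking RBBP9 protein for full effect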
Target sequence (O75884 whole entry, looked up): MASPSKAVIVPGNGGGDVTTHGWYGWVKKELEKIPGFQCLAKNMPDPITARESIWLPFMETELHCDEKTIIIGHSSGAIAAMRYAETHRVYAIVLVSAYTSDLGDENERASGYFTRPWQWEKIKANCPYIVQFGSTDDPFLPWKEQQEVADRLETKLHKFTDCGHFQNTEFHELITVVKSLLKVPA
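Controls: DMSO-treated enzyme wells and wells lacking RBBP9 | Material: RBBP9 protein | Technique: Fluorescence polarization | Replication: Single well per compound, no replicates | Buffer or medium: Tris-NaCl-Pluronic buffer, pH 8.0 | Timing: 30 min compound preincubation, 45 min probe labeling, 25 °C | Read-out basis: Percent inhibition from mP, scaled between DMSO and no-protein wells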
Wee1 degr inh = Wee1 degradation inhibitors, primary screen, cell-based, HeLa, Wee1K328M-luciferase, luminescence; HeLa Luc-Wee1K328M stability; 100% = proteasome inhibitor MG132 effect; reporter increase, % at 5 µM; 220,000 compounds, 1.2% hits;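 active means activation above the mean of all tested compounds plus 3 SD, set per screening run, cut at about 8.8% in these data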;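 further: cells exposed to compound for 20 h before luminescence read; 0% = DMSO alone and 100% = MG132 at 30 µM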
Target sequence (P30291 whole entry K328M): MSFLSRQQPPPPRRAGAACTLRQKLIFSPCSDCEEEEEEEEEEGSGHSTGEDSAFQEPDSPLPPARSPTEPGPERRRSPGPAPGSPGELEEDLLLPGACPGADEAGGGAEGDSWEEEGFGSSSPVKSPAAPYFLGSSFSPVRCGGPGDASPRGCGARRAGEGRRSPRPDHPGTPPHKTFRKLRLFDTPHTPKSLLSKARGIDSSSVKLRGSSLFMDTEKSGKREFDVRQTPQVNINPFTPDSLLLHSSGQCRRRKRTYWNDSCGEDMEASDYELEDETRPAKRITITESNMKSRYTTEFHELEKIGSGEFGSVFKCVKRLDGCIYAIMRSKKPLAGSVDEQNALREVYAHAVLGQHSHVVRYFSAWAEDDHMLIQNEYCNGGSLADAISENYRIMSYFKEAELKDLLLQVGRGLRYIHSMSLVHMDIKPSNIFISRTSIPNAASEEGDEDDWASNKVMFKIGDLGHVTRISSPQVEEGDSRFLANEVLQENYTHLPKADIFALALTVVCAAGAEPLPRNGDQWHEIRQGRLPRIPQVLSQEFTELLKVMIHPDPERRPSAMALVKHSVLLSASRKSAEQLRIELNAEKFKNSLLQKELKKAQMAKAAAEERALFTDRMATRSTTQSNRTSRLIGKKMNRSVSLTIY
PPC-1+TRAIL kill = compounds killing PPC-1 cancer cells with TRAIL present, primary screen, TRAIL potentiator project, ATPLite luminescence, uHTS. PPC-1 cells + TRAIL, ATPLite viability luminescence. cell killing (% activity), % at 4 µM. 220,000 compounds, 0.41% hits. AID 1443, 2008;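 active means cell killing above 50% in the first pass at 4 µM, then a duplicate retest at 5 µM averaging 50% or more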;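 further: plate controls were cells with TRAIL plus DMSO for no effect and medium-only wells lacking cells for full effect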
BaF3 parental = parental Ba/F3 cell viability inhibition, counter-screen for JAK2V617F inhibitor project, murine pro-B, CellTiter-Glo luminescence; CellTiter-Glo ATP luminescence; 220,000 compounds, 1.1% hits; AID 1486, 2009; inhibition, % at 5.6 µM;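 active means inhibition above a per-campaign cutoff, the mean inhibition of all tested compounds plus 3 SD, cut at about 27% in these data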;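 further: 0% = DMSO wells and 100% = JAK Inhibitor I control wells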
TRPML3 ag = human TRPML3 channel agonists, primary screen, cell-based, HEK293 TRPML3-YFP, Fluo-8 calcium fluorescence, 3 µM; Mucolipin-3 (Homo sapiens), Q8TDD5; 100% = the carbachol control signal; activation, % at 3 µM; 220,000 compounds, 0.29% hits; AID 1448, 2008;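 active means activation above its plate's cutoff, the mean activation of the plate's test wells plus 3 SD, cut at about 12% in these data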;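 further: 0% = DMSO only wells and 100% = carbachol wells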
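Material: TRPML3-YFP stable HEK293 cells | Dosing: One concentration, 3 µM nominal, 0.3% DMSO | Timing: 125 s total fluorescence read per well | Technique: Fluo-8 calcium dye fluorescence, ex 470-495, em 515-575 nm | Measure: Percent activation from peak-to-basal fluorescence ratio, scaled between DMSO and carbachol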
TNF necrop inh = inhibitors of TNF-alpha triggered necroptosis, primary screen, cell-based, Jurkat FADD-/-, single concentration | Jurkat FADD-/- TNF necroptosis rescue, ATP luminescence, 24 h; 0 = TNF only, 100 = no-TNF cells | activation (protection from cell death), % at 10 µM | 220,000 compounds, 0.068% hits | AID 463075, 2010;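 active means activation, meaning protection from cell death, of at least 50% relative to plate controls; inactive means activation below 50%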;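 further: necroptosis triggered by 40 ng/mL TNF-alpha added together with compound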
CHOP inhibitor = inhibitors of CHOP promoter induction, primary screen, cell-based, unfolded protein response, luciferase reporter | AID 2732, 2010 | 220,000 compounds, 3.8% hits | inhibition, % at 10 µM | CHO-K1 CHOP-promoter luciferase, tunicamycin-induced, 15-18 h;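 active means compounds that reduced the stress-induced luciferase reporter signal by more than about 70% of percent inhibition, limit read from the data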;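 further: 0% = tunicamycin plus vehicle and 100% = wells without tunicamycin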
* marks the source's active call; other numbers are inactive results; . = not tested or not shown.

SMILES	zfTRPN1 agonist	Ba/F3 V617F tox	RBBP9 inhibitor	Wee1 degr inh	PPC-1+TRAIL kill	BaF3 parental	TRPML3 ag	TNF necrop inh	CHOP inhibitor
COc1ccc(/C=N/NC(=O)CCNc2n[nH]c(=O)[nH]c2=O)c(OC)c1	1.8	1.2	5.2	0.8	20.4	2.9	1.0	0.2	-10.1
COc1ccccc1-c1nc(-c2ccccc2)nc(N2CCN(C)CC2)c1C#N	1.2	1.4	3.0	-0.7	10.8	0.3	1.1	2.1	64.0
CC1C(=O)NN=C1C(=O)N/N=C\c1ccc(O)cc1O (stereo not given)	0.1	-0.5	-5.6	2.5	3.1	7.8	1.1	-0.6	5.4
CCCS(=O)(=O)c1snnc1C	-0.3	-4.8	3.5	2.4	8.6	3.3	0.1	2.0	-2.2
C/C(N)=C(/C#N)C(=O)COC(=O)CC12CC3CC(CC(C3)C1)C2	-0.1	-2.9	0.5	-1.9	5.7	4.7	1.1	-0.5	60.5
Cc1cccc(CSc2nncc(=O)[nH]2)c1	0.7	3.9	4.0	-1.9	11.6	5.9	-0.7	-1.6	-15.3
CCOC(=O)C1=C(C)NC2=C(C1c1ccc([N+](=O)[O-])cc1)S(=O)(=O)c1ccccc12 (stereo not given)	0.3	-1.7	5.8	4.1	8.6	4.0	0.5	-1.6	35.1
O=C(/C=C/c1ccc(F)cc1)N1CCCN(C(=O)/C=C/c2ccc(F)cc2)CC1	-0.9	9.4	-11.9	0.8	14.1	11.9	-0.5	4.3	-20.4
Cc1ccccc1NC(=O)CN(C)S(=O)(=O)c1cccc2cccnc12	-0.7	-1.7	3.2	-2.0	6.4	3.0	0.0	-1.5	10.5
COc1cc2c(cc1OC)CN(Cc1nc3ccsc3c(=O)[nH]1)CC2	-0.2	-7.6	1.1	-1.6	13.2	1.1	0.2	1.6	23.6
C/C(N)=C(/C#N)C(=O)CSc1nnc(-c2ccccc2Br)o1	-0.6	-2.4	-3.8	-0.1	35.1	-0.2	0.4	0.7	-28.1
CCOc1ccc(NC(=O)c2ccc(NC(=O)CSc3nc4ccccc4c(=O)[nH]3)cc2)cc1	1.5	-1.1	-5.9	1.0	0.8	7.8	1.0	-1.1	-36.6
CCOC(=O)C1(S(=O)(=O)c2ccccc2)CCN(Cc2ccc(Cl)cc2)CC1	-2.9	-1.0	2.4	1.8	22.4	4.5	-1.8	-1.4	24.0
O=C(C1=C(O)C(=O)N(CCOCCO)C1c1ccccn1)c1cccs1 (stereo not given)	-0.1	-3.0	-9.4	1.1	17.3	-1.7	0.6	0.6	8.7
COc1ccc2c(c1OC)CCC2=O	-0.4	-2.3	8.5	1.3	9.2	0.8	0.2	-1.6	2.6
O=C(NC1CCCC1)c1ccc2nc(-c3ccco3)c(-c3ccco3)nc2c1	1.8	0.1	0.5	-2.9	-1.5	2.2	-0.5	-9.6	-28.4
O=C(NC(=O)c1ccccc1F)Nc1nc(-c2cccs2)cc(C(F)(F)F)n1	0.3	-3.6	-4.0	2.3	-2.6	2.6	0.6	-3.0	39.3
Cc1cccc(N2CCN(C(=O)c3cc4n(n3)C(C(F)(F)F)CC(c3ccco3)N4)CC2)c1C (stereo not given)	2.0	4.0	-5.2	-0.4	19.3	3.3	0.7	-1.6	3.6
O=C(NCCc1nc2ccccc2[nH]1)c1cccc(Br)c1	-2.2	2.1	-5.4	0.3	0.6	11.9	-0.3	2.8	13.2
O=C(NCc1ccccc1Cl)c1cc([N+](=O)[O-])ccc1Cl	-0.4	-3.1	-3.4	-3.2	14.0	-2.0	0.7	2.1	28.2
COc1cc(NC(=O)c2ccc3c(c2)OCO3)ccc1NC(=O)c1cccs1	0.6	-1.3	-1.3	0.8	11.0	5.8	0.6	1.8	-11.3
CCNC(=O)NC(=O)C(C)OC(=O)C(C)(C)Oc1ccc(Cl)cc1 (stereo not given)	-1.9	0.6	-0.6	-0.1	13.7	3.2	-0.6	-0.7	4.4
C=CCNC(=S)N1CCN(CCN=Cc2c(C)[nH]n(-c3ccc([N+](=O)[O-])cc3)c2=O)CC1	-0.3	15.4	-7.7	3.3	36.2	16.8	0.8	-9.5	-7.8
O=C1NCCCC2c3cc(O)c4ccccc4c3OC12N1CCCCC1 (stereo not given)	0.2	9.0	-4.3	-2.7	9.7	5.7	0.0	-5.6	-13.3
O=C(NCCc1nc2ccccc2[nH]1)/C(=C/c1ccc2c(c1)OCO2)NC(=O)c1ccc(Cl)cc1Cl	0.9	4.9	-8.7	-0.1	28.3	7.2	0.2	1.2	8.2
CC(Cc1cccs1)NC(=S)Nc1ccccc1 (stereo not given)	-0.4	4.1	-5.5	-0.8	22.4	5.6	-0.4	-2.9	-11.5
COc1ccc(NC(=O)Nc2ccc(C)cc2Br)c(OC)c1	0.2	0.2	-1.1	3.2	0.9	0.1	-0.2	0.9	11.9
O=C(COC(=O)c1ccc(CNS(=O)(=O)c2ccc(F)c(Cl)c2)cc1)NCC1CCCCC1	0.9	-0.4	-9.9	-1.9	7.1	5.8	0.8	1.8	35.1
COc1ccc(Cl)cc1NC(=S)N1CCN(c2ncccn2)CC1	0.3	-3.0	4.4	-3.9	15.8	0.1	0.6	1.3	-8.8
COC(=O)Cc1cc(=O)[nH]c(/N=C(\N)Nc2ccc(C(C)C)cc2)n1	3.6	0.4	-3.6	-2.5	8.0	0.8	1.1	-0.9	15.8
COc1cc2c(cc1NC(=O)c1ccc3c(c1)OCO3)oc1ccccc12	-0.7	-2.9	2.4	1.0	17.2	2.2	0.0	1.4	-17.2
CC(=O)Oc1cc(OC(C)=O)c2c(=O)c(-c3ccc4c(c3)OCCCO4)c(C)oc2c1	-0.8	3.9	-4.8	-3.1	16.2	-4.4	0.1	-1.7	45.7
Cc1ccc(NC(=O)NCC2CCN(Cc3cc(C)ccc3Cl)CC2)c(C)c1	1.7	1.6	-5.2	0.7	-0.7	5.7	1.6	5.2	21.8
CCCCCn1nc(C)c2c(C)cc(=O)[nH]c21	-0.1	-2.7	-8.4	-1.0	8.3	-1.7	0.3	0.1	31.6
Cn1c(=O)c2c(ncn2CCCc2ccccc2)n(C)c1=O	0.4	-0.5	-6.3	11.6*	0.5	3.6	0.8	1.1	10.9
CCOc1ccc(NC(=O)Nc2nnc(CC(=O)NCc3ccccc3)s2)cc1	-1.4	-2.0	-7.8	5.6	8.1	2.9	0.8	-1.4	-10.7
CCCn1nnc(NC(=O)c2cccc(OCC(C)C)c2)n1	0.9	5.2	-9.8	-0.2	3.9	6.1	0.0	1.2	31.2
COc1cccc(-c2nnc(SCC(=O)Nc3cc(C)on3)o2)c1	-0.9	0.5	3.1	4.4	6.9	3.5	0.1	-0.8	-19.7
CC1=C(C(=O)Nc2ccc(F)cc2)C(c2ccc(C)o2)C2=C(CC(C)(C)CC2=O)N1 (stereo not given)	-0.7	5.4	-7.3	4.2	-3.1	7.9	-1.0	-1.9	5.8
CCN(CC)CCN1C(=O)c2oc3ccccc3c(=O)c2C1c1ccccc1 (stereo not given)	0.4	-2.4	-8.8	0.4	0.3	-1.1	0.6	2.6	-2.2
CC(NC(=O)c1cc2sccc2n1C)c1ccc2c(c1)OCCO2 (stereo not given)	-1.1	-4.4	0.7	0.7	4.2	-2.2	-1.5	0.6	11.1
COc1ccccc1NS(=O)(=O)c1cccc(C(=O)N/N=C/c2ccc(C)o2)c1	0.8	2.5	-2.0	-1.7	-16.2	7.7	0.6	0.7	8.3
CNc1nc(-c2ccc3c(c2)CCN3C(=O)c2ccccc2F)cs1	1.0	0.6	-11.6	11.3*	25.4	5.9	-0.3	-2.2	0.1
CN(C)/N=C/c1ccc(OC(=O)c2cccc([N+](=O)[O-])c2)cc1	-2.9	-1.4	-2.9	3.4	.	4.8	0.2	-0.7	34.3
CN(CC(=O)Nc1ccccc1Br)Cc1nc2ccccc2c(=O)[nH]1	-0.7	-1.1	0.6	-0.8	25.9	4.5	0.2	-0.4	46.5
Cc1nc2ccc(Cl)cc2nc(C)/c1=N\O	1.6	-1.7	-2.1	-1.1	-19.2	1.7	-0.3	2.8	33.3
Cn1ccnc1SCc1ccc([N+](=O)[O-])cc1	0.2	-2.8	-0.6	-1.4	20.8	5.0	0.1	-2.4	4.3
O=C(/C=C/c1c(F)cccc1Cl)Nc1nc2ccccc2[nH]1	1.3	-1.3	-0.4	8.1	22.9	5.3	1.1	0.7	26.9
COc1cccc(-n2c(SCC(=O)N3CCOCC3)nnc2-c2c[nH]c3ccccc23)c1	1.7	-0.2	-5.7	0.1	-1.2	5.5	0.0	-1.1	10.1
Cc1occc1C(=O)NC(C)c1ccc2c(c1)OCO2 (stereo not given)	1.7	-4.0	-6.5	0.5	-12.4	4.8	0.0	0.7	0.1
COC(=O)CN(c1ccc(C)cc1)S(=O)(=O)c1c(C)[nH]c(=O)[nH]c1=O	-0.5	1.3	-6.5	-1.3	12.1	8.0	0.2	-0.5	6.1
O=S(=O)(Cc1nc2ccccc2s1)c1ccccc1	-0.5	-2.5	2.1	-2.2	11.9	-1.2	0.8	0.8	56.7
CC(C)(C)OC(=O)N1CCCC1C(=O)N1CCc2ccccc21 (stereo not given)	-0.7	-2.2	-0.3	-1.3	20.3	1.7	-0.2	-0.2	44.7
CCc1ccc2c(c1)C(O)(CC(=O)c1cccs1)C(=O)N2 (stereo not given)	0.2	-1.7	1.9	9.8*	-2.4	5.0	0.8	-0.4	11.6

3 of the entries above in order of the TRPML3 ag value, smallest number first.
SMILES	RBBP9 inhibitor	Wee1 degr inh	TRPML3 ag	CHOP inhibitor
COc1cccc(-n2c(SCC(=O)N3CCOCC3)nnc2-c2c[nH]c3ccccc23)c1	-5.7	0.1	0.0	10.1
COc1cccc(-c2nnc(SCC(=O)Nc3cc(C)on3)o2)c1	3.1	4.4	0.1	-19.7
CCOc1ccc(NC(=O)Nc2nnc(CC(=O)NCc3ccccc3)s2)cc1	-7.8	5.6	0.8	-10.7
